Bioassay records as filed in PubChem.
rTrxR1 inhibitor = qHTS Assay for Inhibitors of Mammalian Selenoprotein Thioredoxin Reductase 1 (TrxR1): qHTS | recombinant rTrxR1, NADPH fluorescence consumption, selenite substrate | Potency, µM (doses to about 114 µM), inactives show at the top dose activity change, negative = inhibition, usual class: inhibitors | Thioredoxin reductase 1, cytoplasmic (Rattus norvegicus), O89049 | hit rate 1% among 390,000; also: % is scaled to controls: 0 for no effect and ±100 for the full control effect; nearly all actives have a fitted effect of over 65% in size
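Rat TrxR1 (90 nM in the dispensed reagent) was pre-reduced with 400 uM NADPH for 5 min at room temperature, then incubated with compound for 15 min. After 400 uM selenite was added, NADPH fluorescence (Ex 340/Em 450 nm) was followed for 8 min.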
ALOX12 inh = Primary qHTS assay for inhibitors of human arachidonate 12S-lipoxygenase (ALOX12): Round 2; Potency, µM (top dose mostly 108 µM), inactives show at the top dose activity change, negative = inhibition, hits mostly inhibitors; purified 12hLO, xylenol orange hydroperoxide absorbance; Polyunsaturated fatty acid lipoxygenase ALOX12 (Homo sapiens), P18054; hit rate 1.1% among 580,000; AID 1671190, 2021; also: % is scaled to controls: 0 for no effect and ±100 for the full control effect
Target sequence (P18054 whole entry, looked up): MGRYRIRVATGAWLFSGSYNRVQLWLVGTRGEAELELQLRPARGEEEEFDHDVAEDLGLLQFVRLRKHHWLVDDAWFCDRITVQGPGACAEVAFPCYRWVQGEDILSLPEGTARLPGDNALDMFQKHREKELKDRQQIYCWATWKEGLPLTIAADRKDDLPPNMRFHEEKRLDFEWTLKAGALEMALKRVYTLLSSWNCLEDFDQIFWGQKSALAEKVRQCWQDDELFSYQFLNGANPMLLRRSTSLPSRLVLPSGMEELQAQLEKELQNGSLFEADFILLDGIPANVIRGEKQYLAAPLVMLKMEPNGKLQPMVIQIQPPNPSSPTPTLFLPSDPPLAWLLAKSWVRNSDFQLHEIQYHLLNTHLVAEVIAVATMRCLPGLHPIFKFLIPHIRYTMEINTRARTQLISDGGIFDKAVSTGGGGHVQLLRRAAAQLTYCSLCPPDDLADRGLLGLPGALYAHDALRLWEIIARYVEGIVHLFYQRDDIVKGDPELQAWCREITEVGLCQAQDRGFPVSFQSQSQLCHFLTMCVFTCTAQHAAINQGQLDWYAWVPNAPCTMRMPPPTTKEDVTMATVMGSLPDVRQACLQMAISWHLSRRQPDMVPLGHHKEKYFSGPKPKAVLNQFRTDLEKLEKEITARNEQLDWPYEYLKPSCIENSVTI
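Hydroperoxide product was detected by ferrous iron/xylenol orange as the 573 to 405 nm absorbance ratio. Arachidonic acid at 40 uM (final) was turned over for 30 min at room temperature by 150 nM human 12hLO, pH 7.0 Hepes buffer, after 15 min compound preincubation.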
Pin1 inh = qHTS Assay to Find Inhibitors of Pin1; Pin1 FP peptide displacement, HiFluor488, 10 min; Peptidyl-prolyl cis-trans isomerase NIMA-interacting 1 (Homo sapiens), Q13526; Potency, µM (highest dose often 115 µM), without a hit: at the top dose activity, negative = inhibition, most hits filed as inhibitors; hit rate 0.009% among 390,000; active = well fitted inhibition curve with a large enough effect in the polarisation, with a control signal flat, not every such curve was filed as active; inconclusive = small, poorly fitted or top-dose-only effect, or effect the other way, or a change in a side signal; inactive = no such curve, though single readings can be large or run the other way; the % refers to the polarisation; also: % is scaled to controls: 0 for no effect and ±100 for the full control effect
Target sequence (Q13526 whole entry, looked up): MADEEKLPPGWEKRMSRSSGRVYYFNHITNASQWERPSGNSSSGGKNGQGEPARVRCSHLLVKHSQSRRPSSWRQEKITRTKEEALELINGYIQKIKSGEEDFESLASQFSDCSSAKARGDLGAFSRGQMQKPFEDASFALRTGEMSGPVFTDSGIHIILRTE
GLS inhibitor = qHTS for Inhibitors of Glutaminase (GLS); Glutaminase kidney isoform, mitochondrial (Homo sapiens), O94925; GLS enzymatic activity, qHTS titration; Potency, µM (top dose mostly 45.5 µM), for the others: at the highest dose activity change, negative = inhibition, most hits filed as inhibitors; hit rate 0.21% among 410,000; AID 624170, 2012; also: % is scaled to controls: 0 for no effect and ±100 for the full control effect
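Read-out is an Amplex red fluorescence increase coupled through glutamate oxidase and HRP, measured before and after 30 min room-temperature incubation. hKGA is in 45 mM KH2PO4 (pH 8.2) with 0.02% Tween-20; glutamine added as 1mM solution.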
PGK inhibitor = qHTS Assay to Find Inhibitors of Phosphoglycerate Kinase | Potency, µM (top dose mostly 57.5 µM), for the others: at the top dose activity change, negative = inhibition, actives largely listed as inhibitors | PGK/GAPDH coupled, Kinase-Glo luminescence, 60 min | AID 602233, 2012 | Phosphoglycerate kinase, glycosomal (Trypanosoma brucei brucei), P07378 | hit rate 0.043% among 380,000; also: % is scaled to controls: 0 for no effect and ±100 for the full control effect; nearly all actives have a fitted effect of over 60% in size
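Luminescent ATP detection (Kinase-Glo Plus) follows a 60-minute room-temperature incubation, with wells lacking PGK as controls. Buffer: 100 mM TEA (pH 7.6), 5 mM MgCl2, 0.01% Tween-20. Coupling enzyme GAPDH (100 nM final) supplies unstable 1,3-BPG in-well.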
RGS4 inhibitor = Inhibitors of Regulator of G Protein Signaling (RGS) 4: qHTS. Regulator of G-protein signaling 4 (Homo sapiens), P49798. Transcreener GDP fluorescence polarization, RGS4-accelerated GTP hydrolysis. Potency, µM (series often up to 114 µM), without a hit: top-dose activity change, negative = inhibition, hits mostly inhibitors. hit rate 0.039% among 390,000; also: % is scaled to controls: 0 for no effect and ±100 for the full control effect; nearly all actives have a fitted effect of over 75% in size; some results filed as inactive show a strong effect at the top dose
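MLSMR compounds (23 nl, pin-transferred) preincubated 10 min at room temperature with a 500nM (2x) first reagent, then RGS4 at 900nM (2x) plus Transcreener GDP mix added; fluorescence polarization (620/688 nm) read before and after 90 min at 30 °C.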
ERG Ets-DNA blk = qHTS for Small Molecule Inhibitors of the ERG Ets/DNA interaction. Transcriptional regulator ERG (Homo sapiens), P11308. fluorescence polarization, His-ERG Ets domain / labelled DNA. Potency, µM (titrated, usually from 76.9 µM), for inactives: at the highest dose FP activity, negative = inhibition, actives largely listed as inhibitors. hit rate 0.028% among 370,000. AID 624246, 2012; active = well fitted inhibition curve with a large enough effect in the polarisation, with a control signal flat; inconclusive = small, poorly fitted or top-dose-only effect, or effect the other way, or a change in a side signal; inactive = no such curve, though single readings can be large or run the other way; the % refers to the polarisation;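 also: polarization taken with two DNA probes labelled with fluorescein and Texas red; % of control where 0% means no effect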
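His-tagged ERG Ets domain (1 uM in the protein solution; 300mM KCl, 50mM Tris-HCl, 1mM EDTA, 1mM DTT, pH 7.5) received compound, then a probe mix of 5 nM fluorescein-DNA and 100nM Texas-615-DNA. Fluorescence polarization was read for both dyes.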
JMJD2A Tudor inh = qHTS Assay for Inhibitors of JMJD2A-Tudor Domain | Potency, µM (series often up to 114 µM), for the others: top-dose activity change, negative = inhibition, hits mostly inhibitors | AID 504339, 2011 | Lysine-specific demethylase 4A (Homo sapiens), O75164 | AlphaScreen JMJD2A-Tudor / H3K4me3 peptide binding | hit rate 4.4% among 390,000; also: % is scaled to controls: 0 for no effect and ±100 for the full control effect; nearly all actives have a fitted effect of over 50% in size
HP1b chromo inh = HTS for Inhibitors of HP1-beta Chromodomain Interactions with Methylated Histone Tails | AlphaScreen HP1-beta / biotin-H3K9me3 peptide binding | Potency, µM (top dose mostly 114 µM), inactives show at the highest dose activity change, negative = inhibition, usual class: inhibitors | hit rate 0.56% among 390,000; also: nearly all actives have a fitted effect of over 70% in size; inactives centre near 23
Target sequence (P83916 whole entry, looked up): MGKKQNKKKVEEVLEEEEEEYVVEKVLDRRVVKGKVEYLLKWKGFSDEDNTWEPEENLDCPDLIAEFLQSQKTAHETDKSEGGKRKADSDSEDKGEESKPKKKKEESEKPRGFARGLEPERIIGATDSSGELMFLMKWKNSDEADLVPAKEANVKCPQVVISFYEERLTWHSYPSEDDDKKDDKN
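HP1-beta protein (50 nM final) preincubated 30 min at room temperature with biotinylated H3(1-18)K9me3 peptide (50 nM) in PBS pH 7.4, 0.01% Tween-20, then compound added for 30 min. AlphaScreen streptavidin donor/nickel chelate acceptor beads (10 ug/mL final), 30 min dark, luminescence read.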
* marks the source's active call; other numbers are inactive results; i = inactive; ? = inconclusive; · = not tested or not shown; & = joins results of further samples; [ ] = another dose, or the depositor's remark. Unless noted, calls follow the shape of the dose curve; as a rule, active = well fitted curve in the direction sought with a large enough effect; inconclusive = small, poorly fitted or top-dose-only effect, or another doubt; inactive = no such curve, though single readings can be large; an effect the other way counts as inactive or inconclusive. Potency is read from the fitted curve at half-maximal effect. Not all compounds are listed; rates above refer to the full screens.

SMILES	rTrxR1 inhibitor	ALOX12 inh	Pin1 inh	GLS inhibitor	PGK inhibitor	RGS4 inhibitor	ERG Ets-DNA blk	JMJD2A Tudor inh	HP1b chromo inh
CCOc1ccc(N2C(=O)/C(=C\c3cccs3)C(=O)NC2=S)cc1	22µM*	?	?	-11%	-7%	?	83%[activator]	35µM*	23%
CC12CCC(O)CC1CCC1C2CCC2(C)C(C3=CC(=O)OC3)CCC12O (stereo not given)	3%[11.4 µM]	8%	1%	-5%	-7%	3%	-7%	-6%	18%
CCN1CCN(S(=O)(=O)c2ccc(Cl)nc2)CC1	2%	-10%	-4%	-5%	i	-20%	6%	-15%	29%
O=C(C1CCC(=O)N1Cc1ccc(F)cc1)N1CCC2(CC1)OCCO2 (stereo not given)	16%	15%	1%	6%	3%	-1%	-6%	-6%	27%
CN(C)CC1CSCCC1(O)c1ccc(C(F)(F)F)cc1 (stereo not given)	-2%	-6%	1%	15%	5%	10%	-1%	-4%	23%
O=c1[nH]c(=O)n(C2CCCCCC2)c(O)c1C=NCC1CCCO1 (stereo not given)	22%[57.1 µM]	121%[activator]	0%	-2%	-5%	-28%	-1%	-5%	46%[activator]
CCCC(C)(COC(N)=O)COC(=O)NC(C)C (stereo not given)	13%[57.1 µM]	0%	-4%	-1%&9%	-10%	-2%[56.9 µM]	21%	6%	26%
COC(=O)C1=C(c2ccc3ccccc3c2)C[C@@H]2CC[C@H]1N2C(=O)NCCCOC(C)C	0%[57.1 µM]	15%	2%	-1%	3%	0%	-8%	-19%	35%
COc1ccccc1OP(=O)(Nc1cccnc1)Oc1ccccc1OC	-16%[11.4 µM]	-10%	-3%	-2%	-4%	20%	-9%	1%	26%
CC(=O)N1CC(=O)Nc2ccc(Cl)cc2C1c1ccccc1 (stereo not given)	27%	0%	-7%	6%	-6%	-15%[56.9 µM]	14%	-9%	53%[activator]
O=C(Cn1c(=O)c(C(F)(F)F)nc2ccccc21)N1CCC2(CC1)OCCO2	1%[11.4 µM]	4%	-1%	-2%	6%	33%	-5%	-8%	14%
CCCCn1c(C)c(C(=O)O)c2cc(OC)c3ccccc3c21	8%	3%	1%	2%	-1%	-5%	6%	-35%	7%
CCC(=O)N1CCN(c2cc3c(cc2F)c(=O)c(C(=O)O)cn3CC)CC1	-8%	112%[activator]	-5%	-8%	i	-1%	1%	6.3µM*	3%
CCCCn1c(O)c(/C(C)=N/NC(=O)Nc2ccccc2)c(=O)[nH]c1=O	-4%	54%	7%	19%	-7%	-18%	-19%	-3%	52%[activator]
COc1cc(N)ccc1Cc1ccc(N)cc1OC	?	13%	0%	-3%	-2%	-29%	-8%	79µM*	-14%
O=C1NC(=O)N(c2ccc3c(c2)OCO3)C(=O)/C1=C\c1ccc(N2CCCCC2)o1	?	?	?	1%	0%	-23%	19%	-12%	24%
CN(C)C(=O)Oc1c(Cl)cc(Cl)c2cccnc12	27%	1%	-4%	1%	3%	23%	2%	-7%	11%
COc1ccc2[nH]c3c(c2c1)CCNC3C (stereo not given)	10%	-1%&5%	-3%	13%	i	-11%	5%	-23%	45%[activator]
COC(=O)C1=C(c2cccc(Cl)c2)C[C@@H]2CC[C@H]1N2C(=O)N1CCCC1	23%[57.1 µM]	1%	-2%	1%	-5%	-4%	6%	-22%	20%
c1ccc2c(NC3=NCCS3)cccc2c1	9%[57.1 µM]	-19%	0%	29%	1%	13%	-4%	3%	19%
Cc1ccccc1N1CCN(Cc2ccc3c(c2)OCO3)CC1	10%[57.1 µM]	?	-2%	-5%	-4%	-15%	7%	5.6µM*	4%
COC(=O)C1=C(c2c(C)noc2C)C[C@@H]2CC[C@H]1N2C(=O)N1CCc2cc(OC)c(OC)cc2C1	-5%[57.1 µM]	·	-7%	-2%	-1%	?	-7%	-16%	51%[activator]
Cc1cc(/C=C2\C(=O)NC(=O)N(c3cccc(Br)c3)C2=O)c(C)n1C	-5%	?	?	10%	i	-10%	5%	-11%	26%
CC(C)N1CCN(Cc2c[nH]c3ccccc23)CC1CCO (stereo not given)	15%	2%	5%	11%	2%	28%	1%	-4%	21%
CCOC(=O)C1(Cc2ccc(Cl)cc2)CCN(C(C)CCn2cccn2)CC1 (stereo not given)	13%	?	0%	10%	-1%	-13%	5%	-26%	36%
CCOc1ccc(CNCCc2ccc3c(c2)OCO3)cc1	16%	?	1%	-3%	-9%	-1%	-12%	-24%	13%
COc1ccccc1/C=N/N=C(/N)N[N+](=O)[O-]	-23%	1%	2%	6%	-1%	-13%	·	-7%	16%
O=C(Cn1ncc2ccccc21)N1CCC2(CC1)OCCO2	14%	0%[57.4 µM]	-6%	18%	-3%	4%	·	-10%	27%
CC1CN(O)C2CCc3nonc3C12O (stereo not given)	?	0%	-1%	13%	i	-25%	0%	-11%	17%
COc1ccc(OCC(=O)N2CCN(C3CCC(c4ccccc4)CC3)CC2)cc1 (stereo not given)	-1%	?	2%	?	-4%	7%	23%	20µM*	?
CC/C(=N\NC(=O)Nc1ccccc1)c1c(O)n(Cc2ccccc2)c(=O)[nH]c1=O	-15%[57.1 µM]	?	9%	-38%	-5%	-7%	8%	-27%	40%
CC(=O)CCC(C)=O	16%	-11%	-1%	2%	-9%	14%	5%	-16%	36%
CC1CCC/C=C/C2CC(O)CC2C(O)/C=C/C(=O)O1 (stereo not given)	-20%	0%	3%	1%	2%	-15%	7%	-13%	30%
CCCCn1c(=O)c(C(=O)NCc2ccncc2)c(O)c2ccccc21	-11%	-20%	-2%	5%	2%	-9%	-5%	-4%	84%[activator]
COc1ccc(C(=O)c2nc3ccccc3n2C(C)C)cc1	10%	?	-2%	-5%	0%	-1%	7%	-2%	28%
COC(=O)C1(C(=O)O)Cc2cc([N+](=O)[O-])ccc2N2CCCC21 (stereo not given)	-21%	10%	46%[activator]	5%	·	-1%	-2%	-19%	27%
COC(=O)C1=C(c2ccc(F)cc2OCc2ccccc2)C[C@@H]2CC[C@H]1N2C(=O)NCc1ccccc1Br	15%	5%	4%	-8%	-1%	-15%	0%	-13%	29%
OC12Oc3ccccc3C=C1N1CCC2CC1 (stereo not given)	6%[57.1 µM]	15%	-3%	-6%	-9%	4%	-12%	-9%	16%
CCOc1ccc2nc(NC(=O)c3cccn(Cc4ccccc4)c3=O)sc2c1	20%[57.1 µM]	-15%	1%	-7%	i	15%	-9%	-11%	4%

9 compounds from above, sorted by molecular weight, descending:
SMILES	rTrxR1 inhibitor	ALOX12 inh	Pin1 inh	GLS inhibitor	PGK inhibitor	RGS4 inhibitor	ERG Ets-DNA blk	JMJD2A Tudor inh	HP1b chromo inh
O=C1NC(=O)N(c2ccc3c(c2)OCO3)C(=O)/C1=C\c1ccc(N2CCCCC2)o1	?	?	?	1%	0%	-23%	19%	-12%	24%
Cc1cc(/C=C2\C(=O)NC(=O)N(c3cccc(Br)c3)C2=O)c(C)n1C	-5%	?	?	10%	i	-10%	5%	-11%	26%
CCC(=O)N1CCN(c2cc3c(cc2F)c(=O)c(C(=O)O)cn3CC)CC1	-8%	112%[activator]	-5%	-8%	i	-1%	1%	6.3µM*	3%
CN(C)CC1CSCCC1(O)c1ccc(C(F)(F)F)cc1 (stereo not given)	-2%	-6%	1%	15%	5%	10%	-1%	-4%	23%
O=C(Cn1ncc2ccccc21)N1CCC2(CC1)OCCO2	14%	0%[57.4 µM]	-6%	18%	-3%	4%	·	-10%	27%
COc1ccc(C(=O)c2nc3ccccc3n2C(C)C)cc1	10%	?	-2%	-5%	0%	-1%	7%	-2%	28%
COc1ccccc1/C=N/N=C(/N)N[N+](=O)[O-]	-23%	1%	2%	6%	-1%	-13%	·	-7%	16%
CC1CN(O)C2CCc3nonc3C12O (stereo not given)	?	0%	-1%	13%	i	-25%	0%	-11%	17%
CC(=O)CCC(C)=O	16%	-11%	-1%	2%	-9%	14%	5%	-16%	36%
